Screening results from PubChem BioAssay.
TDP1 cell CPT: DT40-hTDP1 cell growth loss with CPT | 420,000 tested, 12% active | chicken DT40 Tdp1-/-;hTDP1 cells + 20 nM CPT, ATP luminescence, 48 h | AID 686979 | Potency, µM (doses to about 46.2 µM), for the others: at the highest dose activity change, negative = growth inhibition, most hits filed as inhibitors; note: nearly all actives have a fitted effect of over 55% in size
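Chicken DT40 Tdp1-/- cells stably complemented with human TDP1 were seeded at 400 cells/well in medium containing 20 nM camptothecin, exposed to pin-transferred compounds, and grown at 37 °C for at least 48 hr. Viability was read as ATP luminescence.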
KAT2A inh: GCN5L2 (KAT2A) acetyltransferase inhibition | 390,000 tested, 0.21% active | GCN5L2 HAT assay, ThioGlo1 CoA-SH fluorescence | Potency, µM (titrated, usually from 58.9 µM), without a hit: at the top dose activity change, negative = inhibition, actives largely listed as inhibitors
Target sequence (Q92830 whole entry, looked up): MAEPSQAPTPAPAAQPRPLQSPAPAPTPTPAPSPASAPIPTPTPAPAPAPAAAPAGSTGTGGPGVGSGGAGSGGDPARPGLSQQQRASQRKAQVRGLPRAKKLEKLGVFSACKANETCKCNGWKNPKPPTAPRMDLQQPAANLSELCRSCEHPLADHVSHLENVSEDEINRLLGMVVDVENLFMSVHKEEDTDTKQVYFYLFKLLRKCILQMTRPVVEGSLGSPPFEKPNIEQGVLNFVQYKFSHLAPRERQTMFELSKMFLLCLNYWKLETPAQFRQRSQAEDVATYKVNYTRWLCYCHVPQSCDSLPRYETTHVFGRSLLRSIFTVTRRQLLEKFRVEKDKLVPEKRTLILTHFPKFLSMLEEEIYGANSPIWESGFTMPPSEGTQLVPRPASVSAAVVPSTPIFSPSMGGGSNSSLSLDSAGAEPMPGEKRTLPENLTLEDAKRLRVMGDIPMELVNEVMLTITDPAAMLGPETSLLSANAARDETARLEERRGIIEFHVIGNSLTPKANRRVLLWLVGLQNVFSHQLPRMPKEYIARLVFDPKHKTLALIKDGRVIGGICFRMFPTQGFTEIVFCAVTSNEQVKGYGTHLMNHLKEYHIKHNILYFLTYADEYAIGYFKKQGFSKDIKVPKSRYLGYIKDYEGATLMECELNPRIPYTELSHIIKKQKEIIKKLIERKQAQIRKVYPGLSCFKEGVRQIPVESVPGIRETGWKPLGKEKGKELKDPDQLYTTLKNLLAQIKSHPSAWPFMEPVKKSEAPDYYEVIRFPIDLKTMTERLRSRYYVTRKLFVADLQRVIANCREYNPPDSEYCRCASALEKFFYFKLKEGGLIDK
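Free CoA generated was detected with ThioGlo1 (50uM) fluorescence at Ex340nm/Em540nm, read immediately and after 20 min at room temperature. Enzyme, 20 nM in HEPES pH 7.5 buffer, saw compounds 15 min before adding 75uM H3(1-25) peptide and 70uM acetyl-CoA.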
DT40 TDP1 no CPT: qHTS for Inhibitors of human tyrosyl-DNA phosphodiesterase 1 (TDP1): qHTS in cells in absence of CPT; 420,000 tested, 15% active; DT40 Tdp1-/- hTDP1 cells, no CPT, ATP luminescence, 48 h; Potency, µM (doses to about 46.2 µM), without a hit: at the top dose activity change, negative = growth inhibition, usual class: inhibitors; note: nearly all actives have a fitted effect of over 55% in size
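Camptothecin absent (DMSO only). Human TDP1-complemented DT40 knockout cells, 400 cells/well, 37 °C for minimum 48 hr; ATP measured via CellTiter-Glo, 30 min dark incubation, luminescence.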
Numbers without * were called inactive; ? = inconclusive; . = not tested or not shown; [ ] = remark or other dose. Calls come from the whole dose curve; as a rule, active = well fitted curve in the direction sought with a large enough effect; inconclusive = small, poorly fitted or top-dose-only effect, or another doubt; inactive = no such curve, though single readings can be large; an effect the other way counts as inactive or inconclusive. % is set by controls: 0 for no effect and ±100 for the full control effect; potency is the fitted concentration of half-maximal effect.

smiles | TDP1 cell CPT | KAT2A inh | DT40 TDP1 no CPT
CC(=O)c1ccc(N2CCN(c3ccnc4cc(Cl)ccc34)CC2)cc1 | ? | -3% | 3.7µM*
O=C(CSc1nccn1Cc1ccc(F)cc1)Nc1ccc2c(c1)OCCO2 | -7% | 1% | -1%
Cc1ccc(Cl)cc1N1CCN(C(=O)c2cnn(C(C)(C)C)c2C2CCN(C(=O)OC(C)(C)C)CC2)CC1 | 26µM* | 15% | ?
O=C(/C=C/[C@H]1O[C@@H](n2ccc(=O)[nH]c2=O)[C@H](O)[C@@H]1O)N1CCN(Cc2ccc(F)cc2)CC1 | 6% | . | 9%
CCn1c(-c2ccccc2SC)n[nH]c1=S | 15% | -2% | 16µM*
C=C(C)C(=O)Nc1cccc(C2=NOC3(C2)C[C@H](C(N)=O)N(C(=O)c2ccccc2C(=O)c2ccccc2)C3)c1 (stereo partly specified) | ? | 17% | ?
CCc1c(C)c2c(C)[nH]nc2oc1=O | -7% | 0% | -25%
CC(C)c1ccc(S(=O)(=O)N2CCN(C(=S)NCc3ccco3)CC2)cc1 | 15µM* | -13% | ?
O=S(=O)(Cc1ccc(Cl)cc1)Oc1ccc(Cl)cc1 | -26% | . | ?
COC(=O)c1ccc(-n2c(C)nc(=O)c(-c3ccccc3)c2C)cc1 | -18% | -10% | 0%
CC#CC(=O)N1CCC(C(=O)Nc2ccc(Oc3ccccc3)nc2)CC1 | ? | -21% | ?
CNC(=O)[C@H]1O[C@@H](n2cnc3c(N)ncnc32)[C@H](O)[C@@H]1O | -1% | -1% | -11%
O=c1c2oc3ccccc3c2n(Cc2ccc(Cl)cc2)c(=O)n1Cc1ccc2c(c1)OCO2 | -20% | 0% | -30%
CCOC(=O)N1CCC(NC(=O)c2ccc3c(c2)N(CC)CCS3)CC1 | 21µM* | . | ?
COc1cc2c(cc1OC)C(=O)NCC(C)(C)O2 | -2% | 2% | -8%
Cc1ccccc1Nc1nnc(SCC(=O)NC(=O)NCc2ccco2)s1 | ? | -8% | -24%
Cc1nn(Cc2cccc(C(=O)Nc3ccn(Cc4c(F)c(F)cc(F)c4F)n3)c2)c(C)c1[N+](=O)[O-] | ? | -4% | ?
CCOc1ccccc1NC(=O)C1CCCN(c2c(CC)c(C)nc3ncnn23)C1 (stereo unspecified) | 21µM* | -6% | 21µM*
N#Cc1ccc(CN2CCC3(CC2)CCN(C(=O)c2cc(C(F)(F)F)cc(C(F)(F)F)c2)CC3)cc1 | 23µM* | -1% | 13µM*
Cn1nccc1-c1ccc(C(=O)NCc2ccco2)c2occc12 | ? | . | ?
Cc1cccc(OCCNC(=S)NC(=O)c2cncc(Br)c2)c1 | 6% | 0% | -22%
CCc1ccccc1NC(=O)C1CCN(S(=O)(=O)c2ccc3[nH]c(=O)ccc3c2)CC1 | 5% | -2% | 9%
CCSc1nc2cc(OC)c(OC)cc2c(=O)n1CC | ? | -1% | ?
Cc1cccc(-n2c(=O)c(C#N)cc3c(=O)n4ccccc4nc32)c1 | ? | -18% | 0%
CCc1ccc(C(=O)COC(=O)C2=NN(c3ccccc3)C(=O)CC2)cc1 | 3% | 1% | 14%

Continued, overlapping the part above by 3 compounds.
smiles | TDP1 cell CPT | KAT2A inh | DT40 TDP1 no CPT
CCSc1nc2cc(OC)c(OC)cc2c(=O)n1CC | ? | -1% | ?
Cc1cccc(-n2c(=O)c(C#N)cc3c(=O)n4ccccc4nc32)c1 | ? | -18% | 0%
CCc1ccc(C(=O)COC(=O)C2=NN(c3ccccc3)C(=O)CC2)cc1 | 3% | 1% | 14%
CCOc1ccc(S(=O)(=O)N2CCC(C(=O)Nc3cc(S(C)(=O)=O)ccc3Cl)CC2)cc1 | ? | -4% | ?
Cc1c[n+](CC(=O)c2ccccc2)c(C)cn1 | 28% | -23% | 5%
Cc1ccc2c(C)c(C(=O)N3CCN(c4ccncc4)CC3)oc2c1C | 23µM* | . | ?
Cc1ccccc1Cn1c(SCc2ccc(C(=O)NC3CCCCC3)cc2)nc2ccncc21 | 23µM* | -5% | ?
CSCCC(NC(=O)c1ccccc1)C(=O)NCCc1ccc2c(c1)OCCO2 (stereo unspecified) | -9% | -2% | 3%
O=C(NCC1OCCCN1S(=O)(=O)c1cc(F)ccc1F)C(=O)NC1CCCCC1 (stereo unspecified) | -8% | -11% | 12%
O=C(CCN1C(=O)S/C(=C\c2ccccc2)C1=O)Nc1ccc(O)cc1C(=O)O | -19% | -14% | -4%
COC(=O)c1ccc(N2NC(=O)/C(=C/c3ccc(-c4ccc(Cl)c(C(=O)O)c4)o3)C2=O)cc1 | 11% | -8% | -2%
O=C(CSc1nc2ccsc2c(=O)n1NC(=O)c1ccccc1)Nc1nccs1 | -10% | -2% | -4%
c1coc(CNC2CCCCC2)c1 | -2% | 1% | 4%
Clc1ccc(-c2csc(N3CCCCCC3)n2)cc1 | -8% | 0% | -12%
COc1ccc(N(C)S(=O)(=O)c2ccc(Cl)c(C(=O)NNC(=O)c3ccccc3O)c2)cc1 | 1% | -4% | -25%
O=C(Nc1ccncc1)C1CC(=O)N(c2ccccc2)C1 (stereo unspecified) | -12% | . | -5%
O=C(Nc1nnc(C2CC2)s1)c1cc2ccccc2o1 | -2% | -3% | ?
O=C(C[n+]1ccc(C(=O)N/N=C/c2ccc(O)cc2)cc1)c1ccccc1 | 3% | -17% | 13%
COc1ccc(N2CCN(S(=O)(=O)c3ccc4oc(=O)ccc4c3)CC2)cc1 | -5% | 0% | -5%
CC(=O)c1cc2c(cc1NS(=O)(=O)c1ccc(C)cc1)OCCO2 | 23µM* | 3% | 21µM*
COc1ccccc1C1C(C(N)=O)=C(C)Nc2nc(-c3ccccc3Cl)nn21 (stereo unspecified) | 0% | -2% | 4%
Cc1cc(=O)oc(C)c1C(=O)N1CCN(C)CC1 | -1% | 2% | 5%
COc1ccc(NC(=O)CSc2nnc(C3CCCCC3)n2-c2ccccc2)cc1 | 15µM* | 2% | 18µM*
Cc1c(C)c2c(OCC(=O)NCCCO)cc3c(c2oc1=O)CCC(C)(C)O3 | ? | -19% | ?
C/C(=N\NC(=O)c1nnn(-c2nonc2N)c1COc1ccc(F)cc1)c1ccc(Cl)cc1 | 5% | -7% | -28%
O=C(Nc1ccc(C(=O)N2CCOCC2)cc1)c1ccccc1Cl | 30%[activator] | . | 2%
COC(=O)c1ccccc1NC(=S)NC(C)=O | -13% | -12% | 1%
Fc1cccc(NCc2cn3ccccc3n2)c1 | ? | -6% | -21%

Another view of part of the listing above:
> O=C(Nc1ccc(C(=O)N2CCOCC2)cc1)c1ccccc1Cl
  TDP1 cell CPT = 30%[activator] | KAT2A inh = . | DT40 TDP1 no CPT = 2%

> COC(=O)c1ccccc1NC(=S)NC(C)=O
  TDP1 cell CPT = -13% | KAT2A inh = -12% | DT40 TDP1 no CPT = 1%

> Fc1cccc(NCc2cn3ccccc3n2)c1
  TDP1 cell CPT = ? | KAT2A inh = -6% | DT40 TDP1 no CPT = -21%

Additional compounds.
smiles | TDP1 cell CPT | KAT2A inh | DT40 TDP1 no CPT
COc1cc(/C=C(\C#N)C(=O)Nc2ccccn2)ccc1O | 0% | -3% | -11%
Cc1nc(N/N=C/c2ccccn2)sc1C | 1.3µM* | -2% | 1.3µM*
C[C@H](CO)N1C[C@H](C)[C@@H](CN(C)C(=O)Nc2ccc3c(c2)OCO3)Oc2ccc(NC(=O)Cn3cnnn3)cc2C1=O | -6% | -2% | -8%
Cc1ccccc1NC(=O)C1CCCN(c2ncnc3onc(-c4ccc(F)cc4)c23)C1 (stereo unspecified) | ? | -2% | -30%
Cc1cccc(/C=C2\Sc3ccc(C(=O)NCC4CCCO4)cc3N(C)C2=O)c1 (stereo unspecified) | 13% | -25% | ?
COc1cccc(CNC(=O)c2c(OC)cc(=O)n3c2CCN(C(=O)c2ccc(C)cc2C)CC3)c1 | -1%[9.04 µM] | . | -12%
CCc1ccc(OCC(=O)Nc2ccncc2)cc1 | -6% | -4% | ?
CC1CCC(N2CCN(c3ncccn3)CC2)C1 (stereo unspecified) | 5% | 1% | -3%
CCCCn1c(S(=O)(=O)O)nc2ccccc21 | 5% | 0% | 0%
O=C(C[n+]1ccc2ccccc2c1)c1cccc2ccccc12 | 13µM* | -13% | 8.2µM*
COc1ccc(-c2oc3ccc(C)cc3c(=O)c2O)cc1OC | 12µM* | . | ?
C[C@H]1CN(S(=O)C(C)(C)C)[C@@H](CCO)/C1=C\c1ccccc1 (stereo partly specified) | -3% | . | ?
COc1ccccc1N1CCN(C2CCN(S(=O)(=O)c3ccc(C)cc3)CC2)CC1 | -29% | 1% | ?
COC(CNc1ncnc2sc(-c3ccccc3)cc12)OC | ? | -25% | ?
COc1ccccc1C(=O)NCC[N+](C)(C)C | 2% | . | -6%
COC(=O)c1sccc1NC(=O)c1cccc(Cl)c1 | 12% | . | -1%
Cc1ccccc1Nc1nnc(SCC(=O)Nc2ccccc2[N+](=O)[O-])s1 | -9% | -21% | -18%
COc1ccc(CC2(CO)CCN(C(C)Cc3ccc(Cl)cc3)CC2)cc1 (stereo unspecified) | ? | 1% | ?
O=C(NCC1CCCO1)c1cc(C(=O)C2CCCCC2)c[nH]1 (stereo unspecified) | -6% | -7% | -1%
CCOC(=O)C1=C(C)N(C)C(=O)NC1c1ccccc1OC (stereo unspecified) | ? | -11% | -29%
COc1cccc(CNC(=O)COC(=O)c2nn(C)c(=O)c3ccccc23)c1 | -16% | -2% | -11%
O=C(OCC(=O)N1CCC(Cc2ccccc2)CC1)c1cccnc1Cl | -27% | -6% | -8%
COc1cccc(C(=O)Nc2cc(C)nn2-c2ccccc2)c1OC | ? | -6% | 23µM*
Cc1noc(C)c1S(=O)(=O)N1CCN(Cc2ccc3c(c2)OCO3)CC1 | ? | 0% | ?
S=C(NC1CCCCC1)NN1CCCCCC1 | 1% | . | ?
O=c1oc(CCCO)cc2ccc(Br)cc12 | 13% | -3% | -7%
Cc1cccc2cc(CN(CC3CCCO3)C(c3nnnn3Cc3ccco3)C(C)C)c(=O)[nH]c12 (stereo unspecified) | 16µM* | ? | 15µM*
O=C(Nc1ccc(F)c([N+](=O)[O-])c1)c1cccs1 | ? | -3% | -24%
COc1ccc(C(=O)NCC2(c3ccc(OC)c(OC)c3)CCCC2)cc1OC | ? | . | ?
CSc1ccc(-c2sc(Nc3ccccc3)n[n+]2-c2ccccc2)cc1 | 16µM* | ? | ?
Cc1cc(C)c(S(=O)(=O)NNC(=O)C2CCN(Cc3ccccc3)CC2)c(C)c1 | -3% | -7% | -14%
O=C1N(C2CCCC2)C[C@@H]2C[C@@H](c3cn[nH]c3-c3ccc(Cl)cc3)N3CCC[C@@]123 | ? | -1% | ?
COc1ccc(CC(=O)NC(C)(C)CC(C)=O)cc1OC | -12% | 0% | -2%
CCN(Cc1ccncc1)C(=O)c1cc(Br)cc(Br)c1O | -13% | -8% | 0%
COc1ccc(CC2(CO)CCN(Cc3cnc(-c4ccccc4C)nc3)CC2)cc1 | ? | -11% | 13µM*
Cc1ccc(S(=O)(=O)c2nnn3c2nc(N2CCCC2)c2sccc23)cc1C | 3% | -11% | -19%
Cc1ccc(S(=O)(=O)Cc2ccc(C(=O)NCCCN3CCN(C)CC3)o2)cc1 | -13% | -6% | -2%
CCN(CC)S(=O)(=O)c1ccc(OC(C)C)nc1 | -3% | -2% | 0%
O=C(CSc1cn[nH]n1)Nc1nc2ccccc2s1 | 6% | 0% | 14%
Cc1ccccc1Nc1cc(C(=O)NC2CCC(C)CC2)c2ccccc2n1 (stereo unspecified) | 16µM* | 2% | 12µM*
CCCCc1ccc(NC(=S)NCCCN2CCOCC2)cc1 | -16% | -8% | -9%
CN1CCSc2ccc(C(=O)Nc3cccc(F)c3)cc21 | ? | -12% | ?
CCCC(=O)Nc1ccc(N2CCN(C(=O)CCC)CC2)cc1 | 5% | -4% | -2%
Cc1nc(N2CCN(C(=O)c3ccc(Cl)cc3)CC2)c(C#N)c2c1COC(C)(C)C2 | 29µM* | 3% | ?
O=c1[nH]c(CN2CCN(c3ccccc3)CC2)nc2scc(-c3ccccc3)c12 | 13µM* | -5% | 5.2µM*
